FXIa single inh: human FXIa protease inhibitors, primary screen, biochemical, single compound per well | Coagulation factor XI (Homo sapiens), P03951 | purified human FXIa, fluorogenic AMC substrate cleavage | inhibition, % at 10 µM | 33,000 tested, 0.3% active;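 active = inhibition above 40% in the primary screen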;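 note: 0% = enzyme without compound and 100% = blank wells lacking enzyme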
FXIIa inh: human FXIIa protease inhibitors, primary screen, biochemical, single well. 33,000 tested, 0.2% active. purified human FXIIa, AMC substrate fluorescence, 2 h. inhibition, % at 10 µM. AID 701, 2007. Coagulation factor XII (Homo sapiens), P00748; in the data active = inhibition above about 30%;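 note: 0% = enzyme with vehicle only and 100% = no enzyme blank; many of its hits are not listed in these tables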
Target sequence (P00748 20-372 limits assumed): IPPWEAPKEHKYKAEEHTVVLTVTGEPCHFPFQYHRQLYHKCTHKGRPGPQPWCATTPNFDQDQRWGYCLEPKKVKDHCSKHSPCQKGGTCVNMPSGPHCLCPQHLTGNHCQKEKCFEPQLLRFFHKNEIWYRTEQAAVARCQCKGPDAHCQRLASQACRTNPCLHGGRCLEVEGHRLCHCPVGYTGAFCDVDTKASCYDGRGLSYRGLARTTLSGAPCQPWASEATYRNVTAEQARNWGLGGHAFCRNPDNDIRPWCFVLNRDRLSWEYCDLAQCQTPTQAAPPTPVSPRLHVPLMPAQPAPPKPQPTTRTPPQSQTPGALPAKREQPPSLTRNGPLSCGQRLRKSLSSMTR
Target sequence (P00748 373-615 limits assumed): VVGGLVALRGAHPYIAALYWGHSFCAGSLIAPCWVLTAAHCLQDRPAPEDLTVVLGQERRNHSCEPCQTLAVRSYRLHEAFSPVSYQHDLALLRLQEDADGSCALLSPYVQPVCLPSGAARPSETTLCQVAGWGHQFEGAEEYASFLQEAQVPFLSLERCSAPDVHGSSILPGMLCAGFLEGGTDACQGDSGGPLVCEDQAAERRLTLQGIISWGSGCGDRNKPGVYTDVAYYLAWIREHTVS
Numbers without * were called inactive.

[1] O=C(O)CSc1nccn1-c1cccc(Cl)c1
[2] COc1ccc(Cn2cccc(NC(=O)Nc3ccc(C#N)cc3)c2=O)cc1
[3] CCOC(=O)CNc1nc(C(C)(C)C)nc2c1nnn2Cc1ccccc1Cl
[4] CCCn1c(=O)n(C)c(=O)c2c(SCC(=O)NCc3ccco3)nc(C3CC3)nc21
[5] O=C(OCCNC(=O)c1ccc2ccccc2n1)c1cccnc1
[6] O=C(c1ccc(S(=O)(=O)N2CCOCC2)cc1)N1CCN(C2=NS(=O)(=O)c3ccccc32)CC1
assay / compound | 1 | 2 | 3 | 4 | 5 | 6
FXIa single inh | 1 | 3 | 0 | 1 | -5 | 10
FXIIa inh | 5 | 4 | 8 | -4 | 4 | 5

[7] O=C(NCC1CCCO1)c1ccccn1 (stereo not given)
[8] O=C1/C(=C\c2cccs2)N=C(c2cccs2)N1Nc1ccccc1
[9] COC1(OC)C(/C=C/c2ccc(C)cc2)C(C#N)(C#N)C1(OC)OC (stereo not given)
[10] CN(C)CCOC(=O)C12CC3CC(CC(C3)C1)C2
[11] Cc1ccc(-c2nc(SCC(=O)NCCN3C(=O)CSC3=O)[nH]c2-c2ccc(C)cc2)cc1
[12] COc1ccccc1C(=O)NCCCn1cc(Br)c(C)n1
assay / compound | 7 | 8 | 9 | 10 | 11 | 12
FXIa single inh | 1 | 0 | -2 | -7 | 3 | -4
FXIIa inh | -10 | 9 | 6 | 6 | 1 | -4

Values in list order from the list:
Compounds 7 to 12 in FXIa single inh: 1, 0, -2, -7, 3, -4
Compounds 7 to 12 in FXIIa inh: -10, 9, 6, 6, 1, -4

Further compounds follow.
[13] CCN(CC)S(=O)(=O)c1ccc(N(C)Cc2ccc(C(F)(F)F)cc2)nc1
[14] Cc1ccc(NC(=O)c2ccco2)c(NC(=O)Cc2cccs2)c1
[15] Cc1nnc2n1NC(c1ccc(Cl)cc1)C(C(=O)N(C)C1CCCCC1)S2 (stereo not given)
[16] Cc1sc(NC(=O)C2CCCCC2C(=O)O)c(C(N)=O)c1C (stereo not given)
[17] CC(C)CCNC(=O)CN(CC1CCCO1)C(=O)CCC(=O)Nc1ccccn1 (stereo not given)
[18] CC(=O)c1c(C)n(-c2ccc(N(C)C)cc2)c2ccc(OCC(N)=O)cc12
assay / compound | 13 | 14 | 15 | 16 | 17 | 18
FXIa single inh | 2 | -7 | 0 | 8 | -1 | 2
FXIIa inh | 2 | 3 | 5 | 2 | 2 | 8

[19] Cc1ccccc1N/C(=C(/C(Cl)=C(Cl)Cl)[N+](=O)[O-])n1nnc2ccccc21
[20] Cc1cc(C)cc(NS(=O)(=O)c2ccc3c(c2)c(=O)n(C)c(=O)n3C)c1
[21] CCC(=O)Nc1ccc(N2CCCCC2)cc1
[22] Cc1nc(-c2c(C(F)(F)F)noc2-c2ccc(O)cc2O)cs1
[23] CCOC(=O)c1c(C=O)c(C)n(Cc2ccc(Cl)cc2)c1C
[24] Cc1n[nH]c(C)c1S(=O)(=O)N1CCCC(C(=O)Nc2nccs2)C1 (stereo not given)
assay / compound | 19 | 20 | 21 | 22 | 23 | 24
FXIa single inh | 0 | 1 | 10 | 6 | -5 | 0
FXIIa inh | 14 | 17 | 5 | 5 | 8 | -9

[25] O=C(Nc1cnn(Cc2ccc(Cl)c(Cl)c2)c1)C12CC3CC(CC(C3)C1)C2
[26] Cc1cc(=O)[nH]c(/N=C(/NC(=O)c2ccccc2)Nc2ccc3c(c2)OCCO3)n1
[27] Cc1ccc(N2CCN(CC(O)COC3CCCCC3)CC2)cc1 (stereo not given)
[28] CCN(CCNC(=O)CN(C)S(=O)(=O)c1cccc2nsnc12)c1ccccc1
[29] COc1cc(-c2nc(-c3ccc4c(c3)-c3ccccc3S4(=O)=O)c(-c3ccccc3)[nH]2)cc(OC)c1O
[30] O=C1NC2(NN1c1ccccc1)C1CC3CC(C1)CC2C3 (stereo not given)
assay / compound | 25 | 26 | 27 | 28 | 29 | 30
FXIa single inh | 1 | 8 | 2 | 8 | 1 | 2
FXIIa inh | 0 | 5 | 2 | 4 | 7 | 6

[31] CC(C)Cn1c(-c2ccccc2)nc(=S)c2c1CCCC2
[32] CC(C)N1CC(C(=O)Nc2ccc(Br)c(Cl)c2)CC1=O (stereo not given)
[33] COc1ccc(C2C(C(=O)c3cc4cccc(OC)c4o3)=C(O)C(=O)N2CCCN(C)C)cc1OC (stereo not given)
[34] COC(=O)N1CCN(c2ccc(Cl)c(Cl)c2)CC1
[35] Cc1cccc(OCc2nnc(NC(=O)c3cccs3)s2)c1
[36] Cc1cc(NC(=O)c2nn3cccnc3c2Cl)no1
assay / compound | 31 | 32 | 33 | 34 | 35 | 36
FXIa single inh | -3 | -4 | 0 | 0 | 3 | 28
FXIIa inh | 1 | 2 | 6 | -11 | 7 | -14

[37] CN(C)c1ccc(N2CN=C3SCC(=O)N3C2)cc1
[38] CCc1nnc(NC(=O)CSc2nnc(CNc3ccc(F)cc3)n2C2CCCCC2)s1
[39] CC(=O)Oc1ccccc1C1OCCN1C(C)=O (stereo not given)
[40] CCCNC(=O)CSc1nnc(C)s1
[41] CC(=O)c1cccc(-n2c(CCC(=O)O)ccc2-c2cccs2)c1
[42] Cc1nn2c3c(cnc2c1-c1ccccc1)C(=O)CC(c1ccccc1)C3 (stereo not given)
assay / compound | 37 | 38 | 39 | 40 | 41 | 42
FXIa single inh | -6 | -4 | -1 | -14 | 0 | 5
FXIIa inh | 8 | 4 | 1 | 9 | 8 | 7

[43] O=C1C2C3C=CC(C3)C2C(=O)N1Cc1cccnc1 (stereo not given)
[44] COc1cc2[nH]c(=O)n(C3CCCCC3)c(=O)c2cc1OC
[45] C=CCN1C(=O)C(CC(=O)Nc2ccccc2)SC1=Nc1c(C)n(C)n(-c2ccccc2)c1=O (stereo not given)
[46] O=c1[nH]cc(F)c(=O)[nH]1
[47] CC1(C)Cc2c(sc3nc(SCC(=O)NCc4ccccc4)n(-c4ccccc4)c(=O)c23)CS1
[48] CCC(=O)Nc1nnc(CCc2ccccc2)s1
assay / compound | 43 | 44 | 45 | 46 | 47 | 48
FXIa single inh | 0 | 0 | 10 | 1 | 1 | 4
FXIIa inh | 4 | -3 | 9 | 0 | -1 | 10

[49] Cc1cccc(C)c1NC(=S)N1CCC(N(C)CC2CCCO2)CC1 (stereo not given)
[50] CC(C)CCNC(=O)C(Cc1ccccc1)NS(=O)(=O)c1ccc2c(c1)c(=O)n(C)c(=O)n2C (stereo not given)
[51] CC(C)NS(=O)(=O)c1ccc(CCC(=O)NCc2ccc3c(c2)OCO3)cc1
[52] Cc1ccc(S(=O)(=O)NCc2ccc3c(c2)cc(C)n3C)cc1
[53] Cc1nnc(SCC(=O)N2CC(=O)Nc3ccccc32)n1Cc1ccccc1
[54] O=C(NC1CC2CCCC(C1)N2S(=O)(=O)c1ccccc1)c1ccccc1 (stereo not given)
assay / compound | 49 | 50 | 51 | 52 | 53 | 54
FXIa single inh | 27 | 5 | -2 | -1 | -10 | -4
FXIIa inh | -14 | 7 | 1 | 8 | 5 | 3

In the list so far, 2 have a CF3 group.
[13] CCN(CC)S(=O)(=O)c1ccc(N(C)Cc2ccc(C(F)(F)F)cc2)nc1
[22] Cc1nc(-c2c(C(F)(F)F)noc2-c2ccc(O)cc2O)cs1
assay / compound | 13 | 22
FXIa single inh | 2 | 6
FXIIa inh | 2 | 5

Additional structures follow:
[55] Cc1cccc(C)c1OCC(=O)Nn1c(COc2ccccc2)nc2ccccc2c1=O
[56] CCOC(=O)c1c(C)n(C)c2ccc(OCC(O)Cn3nc(C)cc3C)cc12 (stereo not given)
[57] COC(=O)CC1=C(C(=O)OC)C(c2cc(OC)c(OC)cc2OC)C(C#N)=C(N)O1 (stereo not given)
[58] CCOc1cc(C(=O)Nc2cnccn2)cc(OCC)c1OCC
[59] N#Cc1nc(-c2ccccc2F)oc1NCc1cccc2c1OCO2
[60] Cc1ccc(C(=O)Nc2nc3nc(-c4ccccc4)cc(=O)n3[nH]2)cc1
assay / compound | 55 | 56 | 57 | 58 | 59 | 60
FXIa single inh | 4 | -2 | 0 | -1 | -4 | 27
FXIIa inh | 7 | -17 | 5 | 8 | -3 | -9

[61] Cn1c(=O)c2c(nc(Br)n2CC(=O)c2cccs2)n(C)c1=O
[62] COc1ccc(N/N=C2/CCCCC2=O)cc1
[63] Cc1cc(C)cc(NC(=O)c2ccc(CNc3c(N4CCOCC4)c(=O)c3=O)cc2)c1
[64] Cc1cc(C)c(C#N)c(SCc2cc3c(cc2Cl)OCO3)n1
[65] CCCc1cc(=O)[nH]c(SCC(=O)N2CCN(c3ccccc3)CC2)n1
[66] CCN1CCN(S(=O)(=O)Cc2ccccc2)CC1
assay / compound | 61 | 62 | 63 | 64 | 65 | 66
FXIa single inh | -2 | 19 | 4 | -10 | -2 | -3
FXIIa inh | 7 | -11 | 7 | 10 | 4 | 6

13 compounds from above, sorted by count of non-hydrogen atoms, rising.
[62] COc1ccc(N/N=C2/CCCCC2=O)cc1
[66] CCN1CCN(S(=O)(=O)Cc2ccccc2)CC1
[64] Cc1cc(C)c(C#N)c(SCc2cc3c(cc2Cl)OCO3)n1
[52] Cc1ccc(S(=O)(=O)NCc2ccc3c(c2)cc(C)n3C)cc1
[58] CCOc1cc(C(=O)Nc2cnccn2)cc(OCC)c1OCC
[49] Cc1cccc(C)c1NC(=S)N1CCC(N(C)CC2CCCO2)CC1 (stereo not given)
[60] Cc1ccc(C(=O)Nc2nc3nc(-c4ccccc4)cc(=O)n3[nH]2)cc1
[54] O=C(NC1CC2CCCC(C1)N2S(=O)(=O)c1ccccc1)c1ccccc1 (stereo not given)
assay / compound | 62 | 66 | 64 | 52 | 58 | 49 | 60 | 54
FXIa single inh | 19 | -3 | -10 | -1 | -1 | 27 | 27 | -4
FXIIa inh | -11 | 6 | 10 | 8 | 8 | -14 | -9 | 3

[51] CC(C)NS(=O)(=O)c1ccc(CCC(=O)NCc2ccc3c(c2)OCO3)cc1
[57] COC(=O)CC1=C(C(=O)OC)C(c2cc(OC)c(OC)cc2OC)C(C#N)=C(N)O1 (stereo not given)
[63] Cc1cc(C)cc(NC(=O)c2ccc(CNc3c(N4CCOCC4)c(=O)c3=O)cc2)c1
[55] Cc1cccc(C)c1OCC(=O)Nn1c(COc2ccccc2)nc2ccccc2c1=O
[50] CC(C)CCNC(=O)C(Cc1ccccc1)NS(=O)(=O)c1ccc2c(c1)c(=O)n(C)c(=O)n2C (stereo not given)
assay / compound | 51 | 57 | 63 | 55 | 50
FXIa single inh | -2 | 0 | 4 | 4 | 5
FXIIa inh | 1 | 5 | 7 | 7 | 7

Following part
[67] COCCN1Cc2cccc(C(=O)NC(C)c3cccs3)c2C1=O (stereo not given)
[68] CC(C)CC(=O)Nc1ccc(Nc2ccccc2)cc1
[69] COc1ccc(-c2nc3ccccc3n2Cc2ccc(C)cc2)cc1
[70] CSc1nc(N)nc(SCC(=O)C(C)(C)C)c1C#N
[71] CCCCNC(=O)c1cc(-c2ccc(OC)cc2)on1
[72] CCCN1C(=O)C2(/C(=C(\O)c3ccc4c(c3)OCCO4)C(=O)C(=O)N2CCCOC)c2ccccc21 (stereo not given)
assay / compound | 67 | 68 | 69 | 70 | 71 | 72
FXIa single inh | 1 | 0 | 19 | -12 | 4 | -4
FXIIa inh | -5 | 10 | -8 | 1 | 14 | 8

[73] Cc1ccccc1-c1noc(CCC(=O)NCC2CCCO2)n1 (stereo not given)
[74] O=C(OC1CCOC1=O)c1cc(-c2ccc(Br)cc2)nc2ccccc12 (stereo not given)
[75] CCN(CC)S(=O)(=O)c1ccc(C(=O)Nc2cc(C)cc(C)c2)cc1
[76] O=C(CSCc1ccc([N+](=O)[O-])cc1)NN=C1CCCCCC1
[77] O=C(Nc1ccc(Cl)cn1)c1cccc(S(=O)(=O)N2CCOCC2)c1
[78] O=C(Nc1nc(-c2ccccc2)cs1)c1cccnc1
assay / compound | 73 | 74 | 75 | 76 | 77 | 78
FXIa single inh | -4 | 5 | -3 | -2 | -11 | 3
FXIIa inh | 7 | 8 | 5 | 2 | -3 | 15

[79] COc1c(F)c(F)c(C(=O)Nc2ccc3oc(-c4ccncc4)nc3c2)c(F)c1F
[80] CCOC(=O)c1sc2nccc(N(C)C)c2c1N=CNOCc1c(F)cccc1Cl
[81] S=C1NC(c2ccccc2)N2C(=S)NC(c3ccccc3)N12 (stereo not given)
[82] FC(F)Sc1ccc(NC(=S)NC2CCCCC2)cc1
[83] Cn1cnnc1SCc1nc(N)nc(Nc2ccccc2)n1
[84] Cc1cccc(C)c1NC(=O)C(NC=O)c1ccccc1Cl (stereo not given)
assay / compound | 79 | 80 | 81 | 82 | 83 | 84
FXIa single inh | -3 | 8 | 5 | 7 | 3 | 6
FXIIa inh | 7 | 2 | 9 | 8 | 4 | 6

[85] O=C(NCc1ccccc1)c1ccc(CS(=O)(=O)c2ccccc2)o1
[86] Cc1ccc(NC(=O)c2noc3c2CC(C(C)(C)C)CC3)cc1 (stereo not given)
[87] O=C(NCc1cccc(Cl)c1)c1ccc2c(c1)OCO2
[88] COc1ccccc1CNC(=O)c1ccc(OCc2c(C)noc2C)c(OC)c1
[89] Cc1[nH]n(-c2ccc(Cl)cc2)c(=O)c1/C=N/n1c(C)nc2ccccc2c1=O
[90] CCOc1cc(C(=S)N2CCOCC2)ccc1OC
assay / compound | 85 | 86 | 87 | 88 | 89 | 90
FXIa single inh | -4 | -3 | 4 | -3 | 5 | 1
FXIIa inh | -3 | -3 | 9 | 3 | 9 | -1

[91] CS(=O)(=O)N1N=C(c2ccccc2)CC1c1cccs1 (stereo not given)
[92] CN(/N=C/c1cccnc1)c1cnn(-c2ccc(F)c(Cl)c2)c(=O)c1Cl
[93] CC(C)(C)C1CCC2(CC1)SCC(=O)N2c1ccccc1 (stereo not given)
[94] COCCNS(=O)(=O)c1ccc2c(c1)n(C)c(=O)n2C
[95] COc1ccc(C(=O)c2ccccc2)c2c(O)ccc(C(=O)c3ccccc3)c12
[96] O=C(Nc1nc2ccc(Cl)cc2s1)c1ccco1
assay / compound | 91 | 92 | 93 | 94 | 95 | 96
FXIa single inh | -3 | -4 | 9 | 9 | 0 | 8
FXIIa inh | 6 | 9 | 5 | 4 | 3 | 2

This is a subset, so the mix of outcomes need not match the whole.
